DT40 TDP1 no CPT: qHTS for Inhibitors of human tyrosyl-DNA phosphodiesterase 1 (TDP1): qHTS in cells in absence of CPT | DT40 Tdp1-/- hTDP1 cells, no CPT, ATP luminescence, 48 h | Potency, µM (highest dose often 46.2 µM), for the others: at the highest dose activity change, negative = growth inhibition, hits mostly inhibitors | AID 686978, 2013 | 15% of 420,000 active; also: nearly all actives have a fitted effect of over 55% in size
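Compound effects on proliferation are scored in DT40 Tdp1-/-;hTDP1 cells in the absence of CPT. ATP levels (CellTiter-Glo luminescence) are recorded after a ≥48 hr, 37 °C incubation.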
TDP1 inh: TDP1 (human) enzyme inhibition. recombinant TDP1, AlphaScreen DNA substrate cleavage. Potency, µM (top dose mostly 130 µM), without a hit: at the highest dose activity change, negative = inhibition, actives largely listed as inhibitors. 0.28% of 350,000 active; also: nearly all actives have a fitted effect of over 40% in size
Target sequence (Q9NUW8 whole entry, looked up): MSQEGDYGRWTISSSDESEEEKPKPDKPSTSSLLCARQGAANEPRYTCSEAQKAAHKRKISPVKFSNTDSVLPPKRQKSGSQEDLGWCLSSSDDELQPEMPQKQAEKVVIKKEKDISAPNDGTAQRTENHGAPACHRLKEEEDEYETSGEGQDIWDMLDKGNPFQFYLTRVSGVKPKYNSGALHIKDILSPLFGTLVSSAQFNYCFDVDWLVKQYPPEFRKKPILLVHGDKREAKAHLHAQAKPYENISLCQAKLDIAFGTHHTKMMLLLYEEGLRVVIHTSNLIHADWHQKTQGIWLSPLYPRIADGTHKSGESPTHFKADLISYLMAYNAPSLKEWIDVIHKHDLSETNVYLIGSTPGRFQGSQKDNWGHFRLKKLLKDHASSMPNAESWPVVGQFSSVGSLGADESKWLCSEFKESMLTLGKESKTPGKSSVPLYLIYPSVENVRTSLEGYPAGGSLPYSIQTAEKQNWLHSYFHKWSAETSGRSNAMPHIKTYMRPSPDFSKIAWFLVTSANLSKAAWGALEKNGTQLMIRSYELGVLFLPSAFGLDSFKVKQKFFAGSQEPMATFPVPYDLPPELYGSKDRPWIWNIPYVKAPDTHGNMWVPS
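E. coli-derived human Tdp1, 1 nM final. Cpd preinc 15 min RT; substrate 15 nM final, 5 min RT; AS bead mix 10 ug/ml final, 10 min RT. Signal loss = tyrosine-FITC cleavage. No-enzyme wells = max signal.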
N370S GC: inhibits or activates N370S mutant glucocerebrosidase; P04062; N370S GC spleen homogenate, 4MU-glucoside fluorescence; Potency, µM (highest dose often 59.4 µM), for inactives: top-dose activity change, negative = inhibition, actives largely listed as inhibitors; 0.092% of 330,000 active; AID 2101;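 also: 0% = full enzyme activity and -100% = no enzyme basal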
Numbers without * were called inactive; ? = inconclusive; / = no result given; [ ] = another dose, or the depositor's remark. Calls follow the shape of the dose curve; as a rule, active = well fitted curve in the direction sought with a large enough effect; inconclusive = small, poorly fitted or top-dose-only effect, or another doubt; inactive = no such curve, though single readings can be large; an effect the other way counts as inactive or inconclusive. Unless noted, % is scaled to controls: 0 for no effect and ±100 for the full control effect; potency is read from the fitted curve at half-maximal effect. Only part of the results is shown. The share of hits here may be higher or lower than overall.

Sequence of screens: DT40 TDP1 no CPT | N370S GC | TDP1 inh
- O=C(/C=C/c1cccc(Cl)c1)NCc1ccncc1
  -11% | 0% | -1%
- COc1ccc(C(=O)/C=C/c2ccccc2)cc1
  23µM* | 17% | 8%[56.1 µM]
- COc1ccc(C(CNC(=O)c2cccc(N(C)C)c2)N2CCCC2)cc1 (stereo not given)
  ? | -7% | 8%
- O=C(O)C12CC3CC(C1)CC(n1ncc(N4CCN(c5ccccc5)CC4)c(Cl)c1=O)(C3)C2
  1% | 0% | 3%
- CC(=O)Nc1ccc(S(=O)(=O)N2CCN(CCc3ccccc3)CC2)cc1
  6% | -6% | 5%
- FC(F)(F)c1cccc(N2CCN(Cc3nnc(-c4ccc5c(c4)OCO5)o3)CC2)c1
  16µM* | / | 2%
- COc1ccc(C2=CC(=O)OC3(CCCCC3)O2)cc1
  ? | 13% | /
- O=C(COC(=O)C1CCN(S(=O)(=O)c2cccs2)CC1)Nc1ccccc1
  -10% | -4% | 0%
- CCN(CC)C(=O)CSc1ncccc1-c1nc2ccccc2[nH]1
  -11% | 3% | 4%
- Nc1c(Cl)cc2c(c1Oc1ccccc1)C(=O)c1ccccc1C2=O
  -23% | 2% | 10%
- NC(=O)C1CCN(CC(=O)Nc2ccccn2)CC1
  3% | -3% | 3%
- Cc1ccc(N2CC(NC(=O)N3CCN(C(=O)c4ccco4)CC3)CC2=O)cc1 (stereo not given)
  3% | -2% | /
- O=c1[nH]c(CN2CCN(S(=O)(=O)c3ccc4ccccc4c3)CC2)nc2ccccc12
  -3% | -2% | 5%
- N/C(=N\OC(=O)c1ccc(=O)n(Cc2ccc(Cl)cc2)c1)c1ccccn1
  ? | -8% | -3%
- CCOc1ccc(-c2c(C)nn3c(C)c(C(=O)NCCc4ccccc4)cnc23)cc1OCC
  5.2µM* | / | 7%
- O=C(NCc1ccc2c(c1)OCO2)c1ccc(Br)o1
  3% | -16% | /
- Cc1ccc2nc(COc3cccc(NC(=O)COc4ccccc4F)c3)cc(=O)n2c1
  -13% | / | 0%
- CC1CCN(C(=O)CSc2nc3ccccc3c(=O)[nH]2)CC1
  2% | 16% | 2%
- O=C1CN(C(=O)CSc2nc3c(cnn3-c3ccccc3)c(=O)[nH]2)c2ccccc2N1
  ? | / | 4%
- O=C(Nc1nnc(-c2ccccc2)o1)c1nc2ccccc2s1
  ? | -3% | /

Pulled by structure from the list above, 2 records:
Sequence of screens: DT40 TDP1 no CPT | N370S GC | TDP1 inh
- CC1CCN(C(=O)CSc2nc3ccccc3c(=O)[nH]2)CC1
  2% | 16% | 2%
- O=C(/C=C/c1cccc(Cl)c1)NCc1ccncc1
  -11% | 0% | -1%

Later entries
Sequence of screens: DT40 TDP1 no CPT | N370S GC | TDP1 inh
- Cn1cc(CN2CCCC(C(=O)c3nccn3C)C2)c(-c2cccc(Cl)c2)n1 (stereo not given)
  ? | -1% | 5%
- CC(C)CCCN1C(Nc2ccccc2)=NC[C@@H]1CC(C)C
  18µM* | -10% | /
- Cc1ccccc1OCC(=O)OCC(=O)Nc1ccc(N2CCOCC2)cc1
  0% | 10% | 5%
- O=C(CNCCO)NC12CC3CC(CC(C3)C1)C2
  0% | 5% | 6%
- C=CCNC(=O)/C(C#N)=C/c1c(N2CCN(c3cccc(Cl)c3)CC2)nc2c(C)cccn2c1=O
  ? | -11% | /
- COc1ccc(-c2nc3ccccc3o2)cc1NC(=O)c1ccc(Br)o1
  ? | 17% | 2%
- CCOc1ccc(C(=O)NCC(=O)OC2CCOC2=O)cc1OCC (stereo not given)
  -6% | 0% | -9%
- COc1cc(C2C3=C(CC(C)(C)CC3=O)OC3=C2C(=O)CC(C)(C)C3)cc([N+](=O)[O-])c1O
  -9% | ? | 1%
- O=C(N/N=C/c1ccc(O)cc1)c1ccc(NC(=O)c2ccccc2Br)cc1
  -7% | -20% | 4%
- CCN=C1SC(CC(=O)Nc2ccc(N3CCOCC3)cc2)C(=O)N1CC (stereo not given)
  -16% | -25% | 2%

Four entries from above, with each value named:
COc1ccc(-c2nc3ccccc3o2)cc1NC(=O)c1ccc(Br)o1
  DT40 TDP1 no CPT = ?; N370S GC = 17%; TDP1 inh = 2%
CC(=O)Nc1ccc(S(=O)(=O)N2CCN(CCc3ccccc3)CC2)cc1
  DT40 TDP1 no CPT = 6%; N370S GC = -6%; TDP1 inh = 5%
COc1cc(C2C3=C(CC(C)(C)CC3=O)OC3=C2C(=O)CC(C)(C)C3)cc([N+](=O)[O-])c1O
  DT40 TDP1 no CPT = -9%; N370S GC = ?; TDP1 inh = 1%
O=c1[nH]c(CN2CCN(S(=O)(=O)c3ccc4ccccc4c3)CC2)nc2ccccc12
  DT40 TDP1 no CPT = -3%; N370S GC = -2%; TDP1 inh = 5%

New compounds follow
Sequence of screens: DT40 TDP1 no CPT | N370S GC | TDP1 inh
- O=C(COC(=O)CNC(=O)c1ccccc1Cl)Nc1ncc(C(F)(F)F)cc1Cl
  -28% | -7% | 6%
- C[C@H]1COC(=O)[C@H](CC(=O)OC(C)(C)C)C/C=C\C[C@@H](CC(=O)NCCO)C(=O)N1
  -13% | / | 3%
- O=C(O)C1CCC(CNCc2ccccc2Cl)CC1 (stereo not given)
  -2% | 11% | 2%
- COc1cc(C(=O)Nc2sc3c(c2C(=O)O)CCC(C)C3)cc(OC)c1OC (stereo not given)
  -12% | -5% | /
- Cc1cc(=O)n(C(C)(C)C)c(=O)n1Cc1ccccc1
  -11% | 0% | /
- O=C(CN1CCN(c2ccccn2)CC1)Nc1cccc(Cl)c1Cl
  ? | -3% | /
- Cc1nnnn1-c1ccc(CC(=O)O)cc1
  -6% | 4% | 0%
- CCC(=O)c1ccc(OCC(=O)Nc2ccccc2N2CCCCC2)cc1
  2.9µM* | -19% | 0%
- CN(C)CC[C@@H](c1ccccc1)c1ccccn1
  / | -2%[21.6 µM] | 3%[56.1 µM]
- COc1ccc(C2(CNC(=O)c3ccccc3[N+](=O)[O-])CCOCC2)cc1
  -8% | 4% | -1%

A stretch from further up:
Sequence of screens: DT40 TDP1 no CPT | N370S GC | TDP1 inh
- C[C@H]1COC(=O)[C@H](CC(=O)OC(C)(C)C)C/C=C\C[C@@H](CC(=O)NCCO)C(=O)N1
  -13% | / | 3%
- O=C(O)C1CCC(CNCc2ccccc2Cl)CC1 (stereo not given)
  -2% | 11% | 2%
- COc1cc(C(=O)Nc2sc3c(c2C(=O)O)CCC(C)C3)cc(OC)c1OC (stereo not given)
  -12% | -5% | /
- Cc1cc(=O)n(C(C)(C)C)c(=O)n1Cc1ccccc1
  -11% | 0% | /
- O=C(CN1CCN(c2ccccn2)CC1)Nc1cccc(Cl)c1Cl
  ? | -3% | /
- Cc1nnnn1-c1ccc(CC(=O)O)cc1
  -6% | 4% | 0%
- CCC(=O)c1ccc(OCC(=O)Nc2ccccc2N2CCCCC2)cc1
  2.9µM* | -19% | 0%

New compounds follow
Sequence of screens: DT40 TDP1 no CPT | N370S GC | TDP1 inh
- COC(=O)c1nc(NC(=O)C(C)C)n[nH]1
  -16% | 4% | 0%
- COc1ccc2oc(C(=O)N(CC(C)C)C3CCS(=O)(=O)C3)c(C)c2c1 (stereo not given)
  ? | 1% | -2%
- COc1cc(C(=O)N[C@@H](Cc2c[nH]c3ccccc23)C(=O)O)cc(OC)c1OC
  -5% | -4% | 4%
- O=C1CSc2ccc(C(=O)NCCc3ccc(Cl)cc3Cl)cc2N1
  15µM* | / | 3%
- COc1ccc(-c2cnc(C)o2)cc1S(=O)(=O)Nc1ccc(C)c(N(C)C)c1
  -8% | / | -6%
- Cc1ccc2nc(C)cc(C(=O)Nc3nccs3)c2c1
  -29% | -2% | 5%
- CCOC(=O)c1c(-c2cccc(C)c2)csc1NC(=O)C1CC=CCC1C(=O)O (stereo not given)
  -17% | -10% | 0%
- N#Cc1ccc(CSc2ncccn2)cc1
  19% | 0% | /
- Cc1ccccc1C(=O)Nc1ccc2nc(N3CCCCC3)cc(C)c2c1
  21µM* | / | 3%
- O=C(CN1C(=O)NC(c2ccccc2)(c2ccccc2)C1=O)NCCNCCO
  10% | -15% | /
- O=C(OCC1CCCO1)c1ccc2c(c1)N(Cc1c(F)cccc1Cl)C(=O)c1ccccc1S2(=O)=O (stereo not given)
  -5% | / | 5%
- O=C(NCC(c1ccco1)N1CCCC1)c1cc(S(=O)(=O)N2CCOCC2)ccc1Cl (stereo not given)
  -15% | / | -1%
- O=C(NCCCn1ccnc1)C(=O)c1cn(CC(=O)N2CCCCCC2)c2ccccc12
  0% | -9% | 3%
- N#Cc1ccc(-c2csc(NC(=O)c3ccc(N4C(=O)CCC4=O)cc3)n2)cc1
  ? | 20% | 0%
- Cc1cc(NC(=O)c2ccccc2Cl)ccc1NC(=O)c1ccccc1
  -24% | / | 0%[12.3 µM]
- COc1cc(C)nc(SCC(N)=O)n1
  -1% | 2% | 5%
- O=C(NCc1ccco1)/C(=C/c1ccc(C(F)(F)F)cc1)c1nc2ccccc2[nH]1
  ? | -1% | 8%
- Cc1ccc(N2C(=O)CC(N3CCSCC3)C2=O)c(C)c1 (stereo not given)
  15% | 8% | 3%
- CCC/C(=N\NC(=O)c1cccc(C)c1)c1ccccc1
  ? | 10% | 5%
- Cn1c(=O)c(=O)n(C)c2cc(S(=O)(=O)N3CCN(c4ccccc4)CC3)ccc21
  -26% | / | -7%
- O=C(c1cc(COc2ccc(F)cc2Cl)on1)N1CCc2sccc2C1
  4% | 26% | -6%
- O=C(CCc1ccc(O)c(O)c1)N/N=C/c1cc2c(cc1[N+](=O)[O-])OCO2
  -1% | 0% | -10%
- Cc1cc(N2CCOCC2)n2ncc(-c3ccccc3)c2n1
  ? | -1% | -4%
- C=C(C)CSc1nc(N)c(C#N)c(-c2ccc(C)cc2)c1C#N
  ? | -7% | 4%
- COc1ccc2[nH]c3c(c2c1)CCN1C(=O)C(CC(=O)NCc2ccco2)C[C@H](C(=O)N(C(C)C)C(C)C)[C@@]31C (stereo not given in full)
  ? | / | 3%[56.1 µM]
- Oc1c(Cl)cc(Cl)cc1/C=N/Nc1ncc(Br)cn1
  1.3µM* | -11% | -1%
- CC(C)(CNC(=O)c1cc(Cl)c(O)c(Cl)c1)N1CCCCC1
  9% | -5% | /
- COC(=O)c1ccccc1NC(=O)Cc1nc(-c2ccccc2)sc1-c1ccc(C)cc1
  ? | 13% | 1%
- Cc1cccc(N2CCN(C(=O)n3ccnc3)CC2)c1C
  -28% | 5% | -2%
- CC(C)(C)NC(=O)CN(C(=O)c1ccc(CN2CCOCC2)o1)c1ccc2c(c1)OCCO2
  -19% | -17% | -3%
- COc1ccc(-n2nnnc2SCc2nc3ccccc3s2)cc1
  ? | 23% | 1%
- COc1ccc(C(=O)NC2=Nc3ccccc3N=C(C)C2c2ccccc2)cc1 (stereo not given)
  ? | 11% | /
- C=CCOc1c(CNc2ncn[nH]2)cccc1OC
  15% | -20% | 3%
- Cc1ccc(OCC(=O)N(Cc2ccco2)C2CCS(=O)(=O)C2)cc1C (stereo not given)
  -27% | -1% | /
- O=C(Nc1ccccc1OC(F)F)c1cc2c(s1)CCC2
  -1% | 12% | 3%
- O=C(Cn1cnc2ccccc21)N1CCc2ccccc21
  ? | 3% | 5%
- O=C(c1cc(-c2ccc(O)cc2)on1)N1CCCC1
  -24% | -3% | 11%
- CCCC(=O)Nc1sc2c(c1C#N)CCCC2
  ? | 11% | 8%
- Cc1cccc(NC(=O)c2ccc(S(=O)(=O)N3CCN(C)CC3)cc2)c1C
  0% | 0% | 1%[0.0935 µM]
- Cc1c(CCO)c(=O)n(C)n1C(=O)c1ccc(F)cc1
  -12% | -3% | 2%

Bioassay records (PubChem BioAssay)
